# Screening results (PubChem)
# 14-3-3g Raf – modulators of 14-3-3 gamma protein binding, primary screen, biochemical, fluorescence polarization | hit rate 0.19% among 160,000 | 14-3-3 protein gamma (Homo sapiens), P61981 | FP, 14-3-3gamma / TMR-pS259-Raf peptide binding | inhibition, % at 40 µM; in the data active = inhibition above about 30%;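 note: 0% = protein plus tracer without compound and 100% = blank with tracer alone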
# Target sequence (P61981 whole entry, looked up): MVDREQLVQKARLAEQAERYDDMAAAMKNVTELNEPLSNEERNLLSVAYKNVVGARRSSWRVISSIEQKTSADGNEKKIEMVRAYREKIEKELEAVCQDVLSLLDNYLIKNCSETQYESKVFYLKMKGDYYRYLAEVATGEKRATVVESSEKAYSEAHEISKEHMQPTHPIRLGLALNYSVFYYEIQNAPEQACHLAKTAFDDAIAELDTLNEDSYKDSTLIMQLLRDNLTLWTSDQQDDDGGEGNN
# Numbers without * were called inactive; & = joins results of further samples. A portion of the library; count on the stated rates, not on these rows.
No.	mol	14-3-3g Raf
1	O=C(CCCn1c(=O)c2ccccc2n(Cc2ccccc2F)c1=O)NC1CCCC1	-5
2	O=C(NCC1CCCO1)c1ccc(Cl)c(F)c1F (stereo not drawn)	-4
3	O=C(C1=C(O)C(=O)N(CCN2CCOCC2)C1c1ccncc1)c1cccs1 (stereo not drawn)	3
4	COC(=O)CC1=Nc2ccccc2NC(=O)C1	-8
5	COc1nc(-c2ccccc2O)nc2ccccc12	-4
6	CC(=O)C1=C(O)C(=O)N(Cc2ccco2)C1c1cccc(F)c1 (stereo not drawn)	-2
7	CCOc1ccc(NC(=O)c2c(NC(=O)c3ccccc3F)sc3c2CCCC3)cc1	-12
8	COc1cccc(CN2C(=O)CN(C3CCC(C)CC3)C(=O)C2c2ccc(OC)c(OC)c2)c1 (stereo not drawn)	-7
9	Cc1[nH]c2ccccc2c1C(c1cccs1)N1CCCC1 (stereo not drawn)	1
10	CCCCNc1nc2c(c(=O)n(C)c(=O)n2C)n1Cc1cccc(OC)c1	0
11	O=C1C2C(C(=O)N1c1cc(Cl)ccn1)C1C=CC2C12CC2 (stereo not drawn)	-36
12	CCCOc1ccccc1C(=O)N(Cc1cccs1)C1CCS(=O)(=O)C1 (stereo not drawn)	-5
13	CCOC(=O)CSc1nnc(CNC(=O)c2ccccc2F)n1C	7
14	CCOC(=O)CC(=O)CSc1nc(N)c(C#N)c(-c2ccc(F)cc2)c1C#N	-12
15	CC(=O)Nc1ccc(N2C(=O)CSC2c2ccc(Br)cc2)cc1 (stereo not drawn)	-10

# Next part:
No.	mol	14-3-3g Raf
16	CCOC(=O)C1=C(C)Nc2nc3ccccc3n2C1c1cc(Br)ccc1OC (stereo not drawn)	-4
17	CC1Oc2ccccc2N(Cc2ccccc2F)C1=O (stereo not drawn)	-10
18	CCc1ccc(C2Nc3ccccc3NC3=C2C(=O)CC(c2ccccc2)C3)cc1 (stereo not drawn)	26
19	CCOc1ccc(C2=NC(c3ccccc3OC)NC(c3cc(Cl)ccc3O)C2)cc1 (stereo not drawn)	-9
20	COc1ccc(NC(=O)Nc2ccc(OCC(=O)N3CCOCC3)cc2)cc1OC	3
21	CN(CCNC(=O)CSc1cc(=O)n(C)c2ccccc12)Cc1ccccc1	-1
22	Cc1ccc2c(c1)C1C=CCC1C(c1ccc(N=Cc3ccc(N(C)C)cc3)cc1)N2 (stereo not drawn)	-187
23	O=C(Oc1ccc([N+](=O)[O-])cc1)C(c1ccccc1)c1ccccc1	-4
24	CCN(Cc1ccccc1)C1CCN(Cc2ccc(SC)cc2)CC1	-6
25	CCCN(CCc1ccccc1)C1CCc2c(O)cccc2C1 (stereo not drawn)	2
26	CCCSc1nnc2c(n1)OC(c1ccc3c(c1)OCO3)Nc1ccc(Br)cc1-2 (stereo not drawn)	-140
27	O=C(c1ccc(CNc2c(N3CCCC3)c(=O)c2=O)cc1)N1CCc2ccccc2C1	-4
28	Cn1ncc([N+](=O)[O-])c1C(=O)Nc1ccc2c(c1)CCN2S(C)(=O)=O	-18
29	CC(=O)Nc1cc(C(=O)N2CCN(c3cc(Cl)ccc3C)CC2)ccc1Sc1ccc(F)cc1	-1
30	CCN(CC)c1ccc(C2C3=C(CCCC3=O)Nc3nc(SCc4ccccc4)[nH]c(=O)c32)cc1 (stereo not drawn)	-40

# Some of these compounds in order of SMILES length, falling.
No.	mol	14-3-3g Raf
27	O=C(c1ccc(CNc2c(N3CCCC3)c(=O)c2=O)cc1)N1CCc2ccccc2C1	-4
19	CCOc1ccc(C2=NC(c3ccccc3OC)NC(c3cc(Cl)ccc3O)C2)cc1 (stereo not drawn)	-9
23	O=C(Oc1ccc([N+](=O)[O-])cc1)C(c1ccccc1)c1ccccc1	-4
20	COc1ccc(NC(=O)Nc2ccc(OCC(=O)N3CCOCC3)cc2)cc1OC	3
25	CCCN(CCc1ccccc1)C1CCc2c(O)cccc2C1 (stereo not drawn)	2

# The list continues:
No.	mol	14-3-3g Raf
31	O=C(NC1CC1c1ccccc1)c1cccs1 (stereo not drawn)	2
32	COc1ccccc1OCc1ccc(C(=O)N2CCN(C)CC2)o1	0
33	COc1ccc2nc(N3CCCC(C(=O)NCc4ccccc4)C3)[nH]c2c1 (stereo not drawn)	-23
34	COc1ccc(F)cc1S(=O)(=O)N1CCCN(S(=O)(=O)c2cc(F)ccc2OC)CC1	8
35	CCN(CC)c1nc(C)nc2sc(C(=O)Nc3ccccc3F)c(C)c12	-2
36	Cc1ccc(Cl)cc1NC(=O)CN(Cc1ccccc1)S(=O)(=O)c1ccccc1	2
37	COC(=O)[C@@H](NC(=O)NCc1cccs1)C(C)C	-4
38	Cn1c(=NC(=O)c2ccccc2F)sc2cc(S(C)(=O)=O)ccc21	-2
39	Cc1cc(NC(=O)CN2CCN(Cc3ccccc3)CC2)no1	3
40	Cc1ccccc1-c1nc(CS(=O)(=O)CC(=O)N2CCc3ccccc3C2)c(C)o1	2
41	O=C(c1ccc2c(=O)n(C3CCCC3)c(=S)[nH]c2c1)N1CCN(C2CCCCC2)CC1	-6&5
42	CCS(=O)(=O)CCSc1nc2c(cc1C#N)CCCC2	0
43	CN(C)CCNC(=O)COc1cccc(Cl)c1	1
44	O=[N+]([O-])c1cccc(-c2nc(-c3ccncc3)no2)c1	-7
45	O=C(O)c1cc(Br)ccc1NS(=O)(=O)c1ccc(Cl)cc1	5

# Next results
No.	mol	14-3-3g Raf
46	COc1ccc(-n2c(CCC(=O)O)ccc2-c2cccs2)cc1	-56
47	COc1ccc(CN2C(=O)CC(C(=O)Nc3ccc(F)cc3)SC2=Nc2ccccc2)cc1 (stereo not drawn)	18
48	CN(Cc1c(F)cccc1Cl)c1ccc(S(=O)(=O)N2CCOCC2)cn1	-4
49	CCOc1ccc(NC(=O)Cn2c(SCC)nc3ccccc32)cc1	2
50	O=C(NCc1ccc2c(c1)OCO2)c1coc2nc3ccccc3nc12	-290
51	O=S(=O)(CCc1ccccc1)N1CCOCC1	-17
52	Cc1ccc(S(=O)(=O)Nc2ccccc2C(=O)Nc2nc(-c3ccc(C)c(C)c3)cs2)cc1	-35
53	COc1ccc(-c2coc3cc4oc(=O)c5ccccc5c4cc23)cc1	-21
54	COn1c(SCC(N)=O)nc2ccccc2c1=O	-11
55	O=C(CCn1c(=O)[nH]c2ccccc2c1=O)N1CCN(c2cccc(C(F)(F)F)c2)CC1	-7
56	O=C1CSC(=Nc2ccc(O)cc2)N1c1ccc(O)cc1	2
57	CC1(C)OC(=O)N(c2ccccn2)C1(C)O (stereo not drawn)	0&0
58	Brc1cccc(C2CC(c3ccc(I)cc3)Nc3nnnn32)c1 (stereo not drawn)	-1
59	Cc1c(C(c2cccc(I)c2)c2c(C)n(C)n(-c3ccccc3)c2=O)c(=O)n(-c2ccccc2)n1C	-11
60	Cc1cccc(NC(=O)c2sc(NC(=O)c3ccco3)c(C#N)c2C)c1C	-8

# Next section
No.	mol	14-3-3g Raf
61	Cc1cc(C(F)(F)F)nc(N2CCc3ccccc3C2)n1	-8
62	COC(=O)c1cc(NS(=O)(=O)c2cc(Br)cc3c2N(C(=O)C2CC2)CC3)cc(C(=O)OC)c1	-40
63	COc1ccc(CN(C(=O)CSc2nnc(-c3ccc(F)cc3)o2)c2ccc(F)cc2)cc1	0
64	COc1ccc2cc3cc(C(=O)N(C)c4cc(C)ccc4OC)sc3nc2c1	-4
65	CC(C)(C)c1ccc(C(=O)Nc2ccc(Cl)cn2)cc1	-4
66	O=c1c2ccccc2nc2c3ccccc3c(NCCc3ccccc3)nn12	-17
67	CC12CCC(=O)N1C(C(=O)O)Cc1c2[nH]c2ccccc12 (stereo not drawn)	-1
68	O=C(NCc1ccco1)c1cc2cc3ccc(Cl)cc3nc2o1	-3&-77
69	CCOC(=O)c1cnc2c(C)c(Cl)ccc2c1Nc1ccc(OC)cc1OC	-3
70	COc1ccc(-n2nc(C(=O)Nc3cccc(C)n3)c3ccccc3c2=O)c(OC)c1	4
71	COc1ccc(C2C(C(=O)Nc3ccc(OC)c(Cl)c3)c3ccccc3C(=O)N2C)cc1 (stereo not drawn)	-21
72	Cc1ccc(Cl)cc1N1CCN(C(=O)C2CCN(S(=O)(=O)c3cccc4nsnc34)CC2)CC1	-8
73	O=[N+]([O-])c1c(NCCO)cc(Nc2cccc(F)c2)c2nonc12	0
74	O=C(Nc1ccc(-c2nc3ncccc3o2)cc1)c1ccc(Br)o1	-10
75	COc1cc(CN2CCN(S(=O)(=O)c3ccc4ccccc4c3)CC2)cc(OC)c1O	-9

# The listing continues:
No.	mol	14-3-3g Raf
76	COc1ccc(N2CCN(C(=O)CNS(=O)(=O)c3cccs3)CC2)cc1	-2
77	O=C(NCc1ccccc1)C1c2ccccc2Oc2ccccc21	2
78	COc1ccc(S(=O)(=O)NCCC(C)C)cc1OC	-1
79	CC1CCCC(C)N1CCNC(=O)C1CC(=O)N(C2CCCCCC2)C1 (stereo not drawn)	1
80	CC(NC(=O)CCn1nc(-c2ccc(Cl)cc2)ccc1=O)c1ccccc1 (stereo not drawn)	-3
81	Cc1[nH]n2c(=O)c(C#N)c(-c3ccccc3)nc2c1-c1ccccc1	-3
82	Cc1ccc(Sc2c(C)nn(C(C)(C)C)c2OC(=O)c2cccs2)cc1	-2
83	COc1cc(COc2ccc3c4c(c(=O)oc3c2C)CCC4)cc(OC)c1OC	-12
84	CC1=C(C(=O)Nc2ccccc2C)C(c2ccccc2)NC(=O)N1 (stereo not drawn)	0&6
85	CCN(CC)CCCNC(=O)Cn1c(=O)[nH]c2ccccc2c1=O	-7
86	CCCOC(=O)C1=C(C)NC2=C(C(=O)CC(c3ccccc3OC)C2)C1c1cccs1 (stereo not drawn)	-5
87	CCOC(=O)c1c(NC(=O)C2(c3ccccc3)CCCC2)sc2c1CCCC2	8
88	CNS(=O)(=O)c1cc(-c2nnc(OC)c3ccccc23)ccc1C	3
89	O=C(c1ccc(Cn2c(=S)[nH]c3ccc(Br)cc3c2=O)cc1)N1CCOCC1	-9
90	CCC(C)c1ccc(OCC(=O)Nc2ccc(Br)cc2C)cc1 (stereo not drawn)	-16

# More compounds follow:
No.	mol	14-3-3g Raf
91	O=C(CSc1nnc(COc2cccc3cccnc23)o1)c1ccc(F)cc1	6
92	CC(C)COC(=O)c1ccc2c(c1)C(=O)N(c1ccc3ccccc3c1)C2=O	-4
93	Cc1ccc(-n2c(=O)c3c4c(sc3n(CC(=O)NC3CCCCC3)c2=O)CCC4)cc1C	-18
94	CN1C(=O)C(C(=O)N(Cc2ccccc2)Cc2ccccc2)C2CC1(C)Oc1ccccc12 (stereo not drawn)	2
95	CCn1cc(C2=NC(C)(C)CO2)c2ccccc21	6
96	O=C(NCCSc1c[nH]c2ccccc12)C(c1ccccc1)c1ccccc1	2
97	Cc1nc(SC2CC(=O)N(c3ccc(Br)cc3)C2=O)c(C#N)c(C)c1C (stereo not drawn)	-11
98	Cc1ccc2[nH]c(CCN(C)C)c(CC#N)c2c1	-4
99	COc1ccccc1S(=O)(=O)Cc1ccc(C(=O)NC(C)c2ccc3c(c2)OCCO3)o1 (stereo not drawn)	-7
100	C=CCNc1nc2ccccc2nc1NS(=O)(=O)c1cccs1	-4
101	COc1cccc(C(=O)CN2CCN(CC(=O)Nc3ccccc3F)CC2)c1	-14
102	Cc1cc(C)n2nc(S(=O)(=O)NCc3ccc(Cl)cc3)nc2n1	2
103	CCn1c(SCC(=O)Nc2ccc3c(c2)OCO3)nnc1-c1cnccn1	-3
104	CC1=C(/C=C/C(C)=C/C=C/C(C)=C\C(=O)O)C(C)(C)CCC1	-3
105	C#CC1(O)CC(C)N(C)C(C)C1 (stereo not drawn)	-3

# Continuation:
No.	mol	14-3-3g Raf
106	Cn1cccc1CNC(=O)Nc1ccc(Cl)c(Cl)c1	2
107	N#Cc1nc(-c2ccccc2)oc1NCC1CCCO1 (stereo not drawn)	3
108	CN1CCN(CCCNC(=O)c2cc(-c3cccnc3)nc3ccccc23)CC1	-6
109	c1cc2c(cc1Cn1cnnn1)OCO2	0
110	COc1cccc(C2CC(c3ccc(Cl)cc3)Nc3nc(N)nn32)c1 (stereo not drawn)	7
111	COC(=O)C1=C(C)NC2=C(C(=O)CC(C)(C)C2)C1c1ccc(Cl)cc1 (stereo not drawn)	3
112	O=S(=O)(NCC(c1ccccc1)N1CCNCC1)c1ccc(Cl)cc1 (stereo not drawn)	-8&-6
113	Cc1cc(C)n(-c2nc3ccccc3c(=O)n2OCc2ccc(F)cc2)n1	0
114	Cc1ccc2oc(-c3ccc(NC(=O)c4ccccc4C)c(C)c3)nc2c1	-42
115	O=C(NC1CC1)c1cc(-c2ccccn2)nc2ccc(S(=O)(=O)N3CCOCC3)cc12	-41
116	CCOc1cc(C(=O)OCc2ccc(C(=O)OC)o2)cc(Br)c1OC	-5
117	COc1cc2c(cc1OC)C(COc1ccc3c(C)cc(=O)oc3c1)N(C(=O)c1ccc(F)cc1)CC2 (stereo not drawn)	-7
118	C=CCn1c(-c2ccc3[nH]c(C)c(C)c3c2)n[nH]c1=S	8
119	CCCCN(CC)S(=O)(=O)c1ccc(C(=O)Nc2nnc(COC)o2)cc1	-1
120	COc1ccccc1CC(=O)Nc1c[nH]c(=O)[nH]c1=O	-9

# Among those listed so far, these contain a COOH group:
No.	mol	14-3-3g Raf
45	O=C(O)c1cc(Br)ccc1NS(=O)(=O)c1ccc(Cl)cc1	5
46	COc1ccc(-n2c(CCC(=O)O)ccc2-c2cccs2)cc1	-56
67	CC12CCC(=O)N1C(C(=O)O)Cc1c2[nH]c2ccccc12 (stereo not drawn)	-1
104	CC1=C(/C=C/C(C)=C/C=C/C(C)=C\C(=O)O)C(C)(C)CCC1	-3

# (more compounds)
No.	mol	14-3-3g Raf
121	CCOC(=O)N1CCN(c2cc(=O)n(-c3ccc(OC)cc3)c(=O)[nH]2)CC1	-4
122	CCCC(=O)Nc1ccc(Cl)c(NC(=O)C(C)(C)C)c1	-1
123	CCOc1ccc(N=C2SC(C(=O)Nc3ccc(F)cc3)CC(=O)N2C)cc1 (stereo not drawn)	-7
124	COc1ccccc1Nc1nc(N)nc(CSc2ncccn2)n1	1
125	CC1(C)CC(=O)c2c([nH]c3[nH]c(=O)ncc23)C1	0
126	CC(C(=O)Nc1ccc(F)cc1)N(c1ccccc1)S(C)(=O)=O (stereo not drawn)	7
127	Cc1cccc(NC(=O)CSc2nc3c(c(-c4ccco4)c2C#N)CCCC3)c1C	-49
128	CCOC(=O)C1=C(C)NC2=C(C(=O)C(C(=O)OC)C(C)C2)C1c1cccc(Br)c1 (stereo not drawn)	-3
